High-throughput results as filed in PubChem BioAssay.
GCN5L2 inh = inhibitors of human GCN5L2 histone acetyltransferase; AID 504327; Q92830; 390,000 compounds, 0.21% hits; GCN5L2 HAT assay, ThioGlo1 CoA-SH fluorescence; Potency, µM (series often up to 58.9 µM), inactives show at the top dose activity change, negative = inhibition, hits mostly inhibitors
Target sequence (Q92830 whole entry, looked up): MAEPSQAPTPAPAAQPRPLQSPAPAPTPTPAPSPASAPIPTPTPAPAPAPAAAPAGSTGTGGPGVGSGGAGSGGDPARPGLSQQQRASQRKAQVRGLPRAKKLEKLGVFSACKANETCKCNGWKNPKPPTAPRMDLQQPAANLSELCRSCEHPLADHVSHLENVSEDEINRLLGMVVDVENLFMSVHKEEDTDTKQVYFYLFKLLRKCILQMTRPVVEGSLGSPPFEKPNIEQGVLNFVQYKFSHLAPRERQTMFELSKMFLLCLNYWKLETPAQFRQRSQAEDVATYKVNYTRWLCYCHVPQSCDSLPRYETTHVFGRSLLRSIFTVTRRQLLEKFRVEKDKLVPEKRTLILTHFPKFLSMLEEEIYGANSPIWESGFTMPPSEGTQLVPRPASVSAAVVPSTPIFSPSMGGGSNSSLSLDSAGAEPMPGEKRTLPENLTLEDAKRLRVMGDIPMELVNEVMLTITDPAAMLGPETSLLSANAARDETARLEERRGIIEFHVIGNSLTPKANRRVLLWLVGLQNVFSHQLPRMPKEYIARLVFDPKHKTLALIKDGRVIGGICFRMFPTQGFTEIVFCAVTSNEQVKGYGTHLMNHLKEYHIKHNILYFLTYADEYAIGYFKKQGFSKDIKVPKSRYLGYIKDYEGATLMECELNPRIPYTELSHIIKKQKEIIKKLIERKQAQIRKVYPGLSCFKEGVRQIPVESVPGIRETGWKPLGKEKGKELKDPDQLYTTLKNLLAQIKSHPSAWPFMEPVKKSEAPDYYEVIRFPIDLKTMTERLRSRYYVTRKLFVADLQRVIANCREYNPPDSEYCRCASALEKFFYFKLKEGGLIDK
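ThioGlo1-coupled HAT assay: 20nM GCN5L2, 70uM acetyl-CoA, 75uM H3(1-25) peptide, pH 7.5. Fluorescence read at 340/540nm at start and after 20 min at room temperature.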
TDP1 cell CPT = growth inhibition of DT40 Tdp1-/-;hTDP1 cells with camptothecin (screen for TDP1 inhibitors); 420,000 compounds, 12% hits; Potency, µM (doses to about 46.2 µM), inactives show at the highest dose activity change, negative = growth inhibition, usual class: inhibitors; chicken DT40 Tdp1-/-;hTDP1 cells + 20 nM CPT, ATP luminescence, 48 h; also: nearly all actives have a fitted effect of over 55% in size
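Chicken DT40 Tdp1-/- cells stably complemented with human TDP1 were seeded at 400 cells/well in medium containing 20 nM camptothecin, exposed to pin-transferred compounds, and grown at 37 °C for at least 48 hr. Viability was read as ATP luminescence.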
TDP1 cell noCPT = qHTS for Inhibitors of human tyrosyl-DNA phosphodiesterase 1 (TDP1): qHTS in cells in absence of CPT. DT40 Tdp1-/- hTDP1 cells, no CPT, ATP luminescence, 48 h. Potency, µM (top dose mostly 46.2 µM), inactives show at the top dose activity change, negative = growth inhibition, usual class: inhibitors. 420,000 compounds, 15% hits; also: nearly all actives have a fitted effect of over 55% in size
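Cells were dispensed at 400 per well, compounds added by pin tool, plates incubated ≥48 hr at 37 °C, then CellTiter-Glo added for 30 min at room temperature before luminescence reading. Line: DT40 Tdp1-/- complemented with hTDP1; camptothecin omitted.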
The depositor's hits bear a star; u = inconclusive; x = not tested or not shown; & = joins results of further samples. Calls follow the shape of the dose curve; as a rule, active = well fitted curve in the direction sought with a large enough effect; inconclusive = small, poorly fitted or top-dose-only effect, or another doubt; inactive = no such curve, though single readings can be large; an effect the other way counts as inactive or inconclusive. % is scaled to controls: 0 for no effect and ±100 for the full control effect; potency is read from the fitted curve at half-maximal effect. A portion of the library (hit frequency here may not be typical).

SMILES	GCN5L2 inh	TDP1 cell CPT	TDP1 cell noCPT
CCOc1ccc(CNC(=O)c2sc3ncnc(N(C)C4CCCCC4)c3c2C)cc1	-3%	16µM*	u
CS(=O)(=O)N(CCc1ccccc1)CC(=O)N1CCCC1	4%	10%	0%
CN(C(=O)COC(=O)c1ccccc1Cc1ccccc1)c1c(N)n(Cc2ccccc2)c(=O)[nH]c1=O	1%	-5%	-15%
Nc1cccc(C(=O)OCC(=O)c2ccccc2)c1	1%	-21%	-21%
CSc1ccccc1NC(=O)Nc1ccc(Cl)cc1	-13%	21µM*	-30%
O=C(/C=C/c1ccccc1)CC(O)(c1ccccc1)C(F)(F)F (centres undefined)	1%	16µM*	11µM*
CC1=C(C(=O)O)N2C(=O)C(NC(=O)c3nn(C)c(C)c3Cl)C2SC1 (centres undefined)	-25%	u	10%
CNC(=S)Nn1cnc2ccccc21	7%	2%	0%
Cc1cc(C(=O)CSc2n[nH]c(N)n2)c(C)n1-c1ccccc1	-5%	u	-21%
CCN(CC(=O)NCc1cccs1)C(=O)/C=C/c1ccc(Cl)c(Cl)c1	-4%	-13%	u
O=c1c2c(nc3cc(-c4ccc(Br)cc4)[nH]n13)CCCC2	-10%	u	u
CCOc1ccc(NC(=S)/C(=C(\[O-])c2ccc(C)c([N+](=O)[O-])c2)[n+]2ccccc2)cc1	-9%	u	15µM*
C=CCNc1nc(NC2CCN(C)CC2)c2cc(OC)c(OC)cc2n1	x	13µM*	u
O=C(NC1CC1)c1ccc(CS(=O)c2ccccc2)o1 (centres undefined)	u	1%	-17%
CCN(CC)S(=O)(=O)c1ccc(NCC2COc3ccccc3O2)c([N+](=O)[O-])c1 (centres undefined)	-22%	16µM*	23µM*
N#Cc1ccc(NC(=O)Cn2c3[n+](c4ccc(C(F)(F)F)cc42)CCCCC3)cc1	0%	u	u
COc1ccc(C2(C(=O)Nc3nncs3)CCCC2)cc1	-6%	u	-19%
CN(C)c1cc(NC(=O)CN2CCOCC2)c2ccccc2n1	-10%	12%	-1%
COc1cccc(C(=O)Nc2nnc(SCC(=O)NC3CC3)s2)c1	-5%	-8%	3%
COc1cc2c(cc1OC)CN(C(=O)CCNS(=O)(=O)c1ccc(Br)cc1)CC2	1%	-13%	-30%
C=C(C)Cn1c(NCCOC)nc2c1c(=O)[nH]c(=O)n2C	-4%	-6%	-1%
CC(/C=N/n1c(COc2ccccc2)n[nH]c1=S)=C\c1ccccc1	-19%	u	u
COc1ccc(CN(C)C(=O)c2cccc(NS(=O)(=O)c3ccccc3)c2)c(OC)c1	-10%	-27%	0%
Cc1nc2ccccc2c(=O)n1Cc1ccc([N+](=O)[O-])cc1	-11%	-22%	-23%
CS(=O)(=O)N(CC(=O)N1CCN(c2ccccc2)CC1)C1CCCCC1	-20%	u	u

Reformatted: four of the compounds above.
smiles: COc1cc2c(cc1OC)CN(C(=O)CCNS(=O)(=O)c1ccc(Br)cc1)CC2
  GCN5L2 inh: 1% | TDP1 cell CPT: -13% | TDP1 cell noCPT: -30%

smiles: C=C(C)Cn1c(NCCOC)nc2c1c(=O)[nH]c(=O)n2C
  GCN5L2 inh: -4% | TDP1 cell CPT: -6% | TDP1 cell noCPT: -1%

smiles: CC(/C=N/n1c(COc2ccccc2)n[nH]c1=S)=C\c1ccccc1
  GCN5L2 inh: -19% | TDP1 cell CPT: u | TDP1 cell noCPT: u

smiles: COc1ccc(CN(C)C(=O)c2cccc(NS(=O)(=O)c3ccccc3)c2)c(OC)c1
  GCN5L2 inh: -10% | TDP1 cell CPT: -27% | TDP1 cell noCPT: 0%

Next compounds follow.
SMILES	GCN5L2 inh	TDP1 cell CPT	TDP1 cell noCPT
CC(C)c1ccc(NC(=O)CSC2=Nc3ccccc3C3=NC(CCC(=O)NC4CCCCC4)C(=O)N23)cc1 (centres undefined)	-4%	23µM*	23µM*
O=C(O)Cn1c(=O)c(-c2ccccc2)nc2ccccc21	-5%	21%	10%
CCn1c(=O)c2c3c(sc2n2c(SCc4ccc(F)cc4)nnc12)CCCC3	x	u	-27%
COc1cccc(CNC(=O)CCn2c(=O)c3cccn3c3ccc(F)cc32)c1OC	-9%	u	23µM*
CC(=Nc1ccc(C)c(C)c1)C1=C(O)CSC1=O	-5%	-13%	-14%
COc1cccc(CN2CCC(n3nccc3NC(=O)C3CC3)CC2)c1	-2%	-5%	13%
CCCCn1c(SCC(=O)NCc2ccco2)nc2ccccc2c1=O	-1%	u	-23%
COC(=O)[C@H](C(C)C)n1c(C)c(C(C)=O)c(C(C)=O)c1C	0%	-2%	-5%
Nc1ncnc2c1ncn2[C@@H]1O[C@H](C(=O)N2CCN(c3nc4ccccc4o3)CC2)[C@@H](O)[C@H]1O	x	-2%	3%
O=C(NCCc1ccccc1)C(=O)NCC1CCCN1S(=O)(=O)c1cccs1 (centres undefined)	-8%	23µM*	u
Cc1ccccc1OCc1nnc(SCC(=O)NCc2ccco2)n1C	-4%	0%	-11%
N#Cc1cnc(SCCc2ccccc2)nc1N	-11%	u	u
Cc1cc(C)n(CC(=O)c2ccc(Cl)cc2)n1	1%	12%	8%
O=C(CCCN1C(=O)c2ccccc2C1=O)N1CCN(c2ccccn2)CC1	-16%	0%	u
O=C(NCCCN1CCOCC1)c1ccc(CSCc2cccc(Cl)c2)o1	-3%	u	u
Cc1ccc(CSc2nc3c(c(=O)[nH]2)CCC3)cc1	0%	-7%	-4%
Cc1cccc(NC(=O)C2CCCN2/C=C/C(=O)C(F)(F)F)c1C (centres undefined)	2%	-8%	-21%
Cc1ccc(-c2nc(S(=O)(=O)c3ccc(C)cc3)c(SCC(N)=O)o2)cc1	-2%	-5%	u
COc1cccc(-c2sc3ccc(OC)cc3c2C#CC(C)(C)O)c1	-19%	23µM*	18µM*
Fc1ccc(Nc2nc(-c3cccc(Cl)c3)c3c(n2)-c2ccccc2OC3)cc1	-5%	-11%	u
CC(=O)N1CCc2cc(CNC(=O)Nc3ccc(Br)c(C)c3)ccc21	1%	u	3%
O=C(O)CCCC(=O)N1CCN(C(c2ccccc2)c2ccccc2)CC1	27%	-21%	-24%
O=C(CCC1CC(=O)Nc2ccccc21)NCc1cccnc1 (centres undefined)	1%	21%	16%
OCCN1CCOCCOCCN(CCO)CCN(CCO)CC1	-5%	2%	-4%
O=C1C=CN(Cc2ccccc2)C(c2ccccc2)C1 (centres undefined)	-7%	u	-27%

Other entries
SMILES	GCN5L2 inh	TDP1 cell CPT	TDP1 cell noCPT
C/C(CC(=O)NC1CCCCC1)=N\NC(=O)Cc1ccc(-c2ccccc2)cc1	-8%	3%	-17%
CC(=O)N1c2ccc(S(=O)(=O)N3CCCCC3)cc2CC1C(=O)NCc1ccccc1C (centres undefined)	u	-9%	-1%
O=c1[nH]c(CN2CCCCC2)nc2ccccc12	15%	0%	1%
COc1ccc(N2CCN(C(=O)COC(=O)c3ccco3)CC2)cc1	-4%	0%	-1%
C#CCCOC(=O)N1C2=NC(C(=O)OC)=C(C(=O)OC)[C@@H]3N(C)c4ccc(OC)cc4[C@]23C[C@H]1C(=O)OC	x	-29%	-23%
Cc1cc(C)c(NC(=O)CS(=O)CC(=O)Nc2cccnc2)c(C)c1 (centres undefined)	-4%	-12%	1%
Cc1ccc(-n2nnnc2CNC(=O)c2ccccc2)cc1C	-2%	-17%	-15%
CC1CC(=O)NN=C1c1cccs1 (centres undefined)	1%	4%	1%
CC(=O)Oc1ccc(C(=O)Nc2ccc3c(c2)OCCO3)cc1	-7%	15µM*	13µM*
COc1cccc(CN(C)C(=O)CC[C@H]2O[C@@H](n3ccc(=O)[nH]c3=O)[C@H](O)[C@@H]2O)c1	x	4%	2%
O=C(O)c1c2c(nc3ccccc13)/C(=C/c1ccccc1[N+](=O)[O-])CCC2	-5%	20%	-3%
COc1ccccc1N1CCN(S(=O)(=O)CCNC(=O)C2CCCCC2)CC1	-8%	u	-24%
COc1cc(/C=N/NC(=O)c2ccncc2)ccc1OCCN1CCCCC1	-1%	-14%	-2%
COc1cccc(CNC(=O)CN2C(=O)CCn3nc(-c4cn(C)c5ccccc45)cc32)c1OC	5%	-1%	4%
COC(=O)c1c(C)[nH]c(C(=O)CSc2ncnc3sc(-c4ccccc4)cc23)c1C	1%	18µM*	16µM*
O=C(c1ccc(Oc2ccc([N+](=O)[O-])cc2)cc1)N1CCCCCC1	-8%	u	u
O=c1c(S(=O)(=O)c2ccccc2)cn(Cc2ccc(F)cc2)c2cc(N3CCCC3)c(F)cc12	-1%	-2%	-9%
Cc1cc(C)cc(OC(=O)CCN2C(=O)c3ccccc3C2=O)c1	-13%	-1%	-3%
O=c1ccc2cc(S(=O)(=O)Nc3ccc(Br)cc3)ccc2o1	1%	-2%	-26%
CC(=O)c1ccc(OCC(O)CN2CCN(S(=O)(=O)c3c(C)cc(C)cc3C)CC2)cc1 (centres undefined)	-11%	u	u
CC(CCC(C)OC(=O)c1ccccc1C(=O)O)OC(=O)c1ccccc1C(=O)O (centres undefined)	9%	1%	0%
COC(=O)C1CCN(c2cc(=O)n(Cc3ccc(F)cc3)c(=O)[nH]2)CC1	3%	-10%	-5%
COCCN(C(=S)Nc1cc(C)cc(C)c1)C(C)c1ccco1 (centres undefined)	-7%	u	26µM*
COc1cccc(OCc2cc(C(=O)NC(C)c3cnn(C)c3C)no2)c1 (centres undefined)	-1%	u	3%
CCn1nc(C)c(CNC(=O)Nc2ccc3c(c2)OCO3)c1C	-1%	-11%	-9%

Record cards, as listed above. Screens in order: GCN5L2 inh	TDP1 cell CPT	TDP1 cell noCPT
CS(=O)(=O)N(CCc1ccccc1)CC(=O)N1CCCC1 is listed as 4%	10%	0%
CC1CC(=O)NN=C1c1cccs1 (centres undefined) is listed as 1%	4%	1%
COc1cc(/C=N/NC(=O)c2ccncc2)ccc1OCCN1CCCCC1 is listed as -1%	-14%	-2%

Carrying on:
SMILES	GCN5L2 inh	TDP1 cell CPT	TDP1 cell noCPT
CC(C)(C)NC(=O)c1ccc2nsnc2c1	-1%	4%	-1%
Cc1nc2ncnn2c(C)c1CCC(=O)NCc1ccc(Cl)cc1	-7%	3%	0%
O=C(Nc1ccon1)c1ccc(OC2CCCC2)cc1	2%	-28%	u
COCCNC(=S)NC1CC2CCCC(C1)N2Cc1ccco1 (centres undefined)	2%	10%	-2%
CCCS(=O)(=O)N1CCN(Cc2ccccc2OCC)CC1	-2%	0%	-22%
O=C(CSc1nc2ccccc2c(=O)n1Cc1ccco1)N1CCCC1	-4%	-23%	15%
CCCc1[nH]nc2c1C(c1ccc(O)cc1OCC)C(C#N)=C(N)O2 (centres undefined)	-7%	u	u
CCCC1(CCC)NC(=O)N(CC(=O)Nc2ccccc2OC)C1=O	-2%	-14%	u
Nc1ccc2nc[nH]c2c1	-5%	-22%&-22%	-19%&-2%
O=C(NC1CCCC1)c1cc2c(ccc3ccccc32)o1	1%	u	21µM*
Cc1ccc(N2CCOCC2)c2c1C(=O)c1ccccc1C2=O	-8%	u	16µM*
c1ccc2c(c1)nc(N1CCOCC1)c1nnnn12	-4%	-29%	u
O=C(NC1CCCCC1)C(c1ccncc1)N(C(=O)c1csnn1)c1ccccc1 (centres undefined)	-12%	10%	-16%
COc1cc2cc(CN(Cc3cccnc3)C(=O)Nc3ccccc3)c(=O)[nH]c2cc1OC	-9%	u	u
Cc1cc(Nc2ccccc2Cl)n2nc(-c3ccco3)nc2n1	-6%	u	26µM*
CCN(Cc1cnn(C)c1)C(=O)CC1C(=O)NCCN1Cc1cccc(OC)c1OC (centres undefined)	-19%	21%	-4%
Cn1c(=O)cc(SCC(=O)N2CCOCC2)c2ccc(Cl)cc21	2%	-8%	-6%
CCCCn1c(C(C)NC(=O)c2cccs2)nc2ccccc21 (centres undefined)	-19%	u	u
C=CCO/N=C/C1C(=O)CC(C)(C)CC1=O	0%	3%	5%
COc1ccc(C(=O)C2CCN(C(=O)c3ccc(OC)cc3)CC2)cc1	-4%	u	u
O=C(O)CSc1nnc(C2CC2)n1-c1ccccc1	-18%	7%	-9%
O=[N+]([O-])c1ccc(N2CCN(CCO)CC2)cc1NCc1ccco1	-3%	-2%	-1%
CCCN(C(=O)c1cn(C)c(=O)c2cc(OC)c(OC)cc12)c1ccc(CC)cc1	-2%	u	u
C[C@H](c1ccccc1)N1C[C@@H](COCc2ccccc2)Oc2cc(N3CC[C@@H](N(C)C)C3)ccc2S1(=O)=O	x	18µM*	u

In a second layout: three of the compounds above.
SMILES,GCN5L2 inh,TDP1 cell CPT,TDP1 cell noCPT
Cc1ccc(N2CCOCC2)c2c1C(=O)c1ccccc1C2=O,-8%,u,16µM*
c1ccc2c(c1)nc(N1CCOCC1)c1nnnn12,-4%,-29%,u
O=C(NC1CCCCC1)C(c1ccncc1)N(C(=O)c1csnn1)c1ccccc1 (centres undefined),-12%,10%,-16%
